From PubChem
Ecoli viability – counter-screen for AddAB inhibitors: E. coli growth inhibition; E. coli V3065 growth, OD600 absorbance, 18 h; inhibition, % at 11.9 µM; 330,000 compounds, 0.27% hits; AID 449728;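 active means inhibition above the campaign's mean inhibition across all tested compounds plus 3 SD, cut at about 9.9% in these data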;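 further: uninfected addAB+ strain grown without phage in ampicillin broth; 0% = DMSO wells and 100% = ciprofloxacin 0.95 µg/ml wells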
CAL PDZ FP-1 – inhibitors of human CAL PDZ peptide binding; Q9HD26; purified CAL PDZ, TMR-peptide fluorescence polarization, 1 h; inhibition, % at 20 µM; 330,000 compounds, 0.02% hits; AID 504414;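 active means highest replicate inhibition of at least 40%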;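 further: plate controls were DMSO neutral control wells for no effect and unlabeled competitor peptide control wells for full effect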
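Read-out basis: mP drop reported as inhibition | Assay system: Tagged CAL PDZ protein CerCALP, purified | Benchmarks: Unlabelled peptide for full inhibition, DMSO wells as neutral | Schedule: 1 h incubation at room temperature before polarization reading | Buffer or medium: Sodium phosphate/NaCl buffer pH 7.4 with TCEP, IgG, Thesit | Doses: Single point, 20 µM | Measured by: Fluorescence polarization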
MITF act – MITF TRPM1 promoter activation in melanoma cells; activation, % at 12.5 µM; AID 588334; 300,000 compounds, 0.75% hits; SK-MEL-5 TRPM1-promoter luciferase, 24 h; % of positive control, neutral wells = 0;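 active means mean activation of at least 80% with every replicate also reaching 80%; inconclusive means mean reaches 80% but some replicate falls short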;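 further: 0% = neutral control wells and 100% = parthenolide positive control wells; values of inactives mirror those of a sister screen read the other way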
phage Ecoli inh – E. coli growth loss with phage present. AID 651602. 360,000 compounds, 0.26% hits. growth absorbance. inhibition, % at 11.9 µM; in the data active means inhibition above about 11%
Tat export inh – blocks Tat-dependent protein export in E. coli | E. coli MC4100 TorA-mCherry Tat export, fluorescence | inhibition, % at 10 µM | 340,000 compounds, 0.036% hits;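 active means mean replicate inhibition at least 50% and at least half of replicates individually reaching 50%; inconclusive means only one of the two criteria met; inactive means neither criterion met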;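 further: exported cargo escapes ClpAP degradation while cytoplasmic cargo is degraded and loses fluorescence; 0% = median of neutral control wells and 100% = median of NaSCN control wells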
SR-BI uptake up – activators of SR-BI mediated HDL lipid uptake | CHO ldlA[mSR-BI] cells, DiI-HDL uptake fluorescence, 3 h; 100 = double the neutral-control signal | activation, % at 12.5 µM | 320,000 compounds, 0.096% hits;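 active means mean replicate activation of at least 60% and every replicate at or above 60%; inconclusive means mean or all-replicate condition met, but not both; inactive means mean below 60% and not all replicates reaching 60%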;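 further: 0% = median plate neutral-control signal and 100% = twice that signal; values of inactives mirror those of a sister screen read the other way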
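Test system: SR-BI-overexpressing, LDLR-lacking CHO cells. Measured by: DiI fluorescence, bottom read. Medium: Ham's F12 with 0.5% BSA, HEPES 25 mM, pH 7.4. Timing: 3 h uptake period with compound, 37 °C.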
SR-BI HDL uptake – blocks mouse SR-BI lipid uptake from DiI-HDL; ldlA[mSR-BI] CHO cells, DiI-HDL uptake fluorescence, 3 h; 320,000 compounds, 0.96% hits; Q61009; inhibition, % at 12.5 µM;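 active means mean replicate inhibition of at least 70% and a set share of replicates each scoring 70 or more; inconclusive means meets just one of the two criteria; inactive means fails both criteria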;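 further: 0% = median of neutral control wells and 100% = median of positive control wells; values of inactives mirror those of a sister screen read the other way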
Target sequence (Q61009 whole entry, looked up): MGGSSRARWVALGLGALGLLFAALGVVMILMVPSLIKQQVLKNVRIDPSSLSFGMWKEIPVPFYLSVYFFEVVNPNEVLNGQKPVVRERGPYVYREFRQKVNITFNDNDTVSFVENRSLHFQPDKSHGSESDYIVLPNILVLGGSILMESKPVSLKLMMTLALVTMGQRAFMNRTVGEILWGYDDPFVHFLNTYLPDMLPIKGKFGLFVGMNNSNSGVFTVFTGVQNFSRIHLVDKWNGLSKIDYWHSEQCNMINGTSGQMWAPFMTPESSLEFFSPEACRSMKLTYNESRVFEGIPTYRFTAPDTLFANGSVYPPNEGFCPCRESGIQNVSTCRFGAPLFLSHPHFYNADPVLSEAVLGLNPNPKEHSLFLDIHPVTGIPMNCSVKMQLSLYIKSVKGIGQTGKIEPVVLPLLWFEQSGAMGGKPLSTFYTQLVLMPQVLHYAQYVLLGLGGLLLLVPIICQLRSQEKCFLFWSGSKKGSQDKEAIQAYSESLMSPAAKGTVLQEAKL
Wnt act – Wnt/beta-catenin pathway activation | Wnt/beta-catenin reporter cell assay, activator, plate reader | activation, % at 9.35 µM | 300,000 compounds, 1.2% hits; in the data active means activation above about 30%, passing the limit was not always enough; inconclusive means no clear call, values can overlap the other calls;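 further: 0% = neutral control wells and 100% = positive control wells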
CAL PDZ FP-2 – blocks peptide binding to the human CAL PDZ domain; Q9HD26; purified CAL PDZ, TMR-peptide fluorescence polarization, 1 h; inhibition, % at 24.9 µM; 300,000 compounds, 0.92% hits; AID 602252;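 active means mean inhibition of at least 30% with at least half of replicates also reaching 30%; inconclusive means no clear call, values can overlap the other calls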;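 further: 0% = DMSO neutral control and 100% = excess unlabeled competitor peptide PRC23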
AddAB inh – less growth of phage-infected E. coli with AddAB; E. coli expressing H. pylori AddAB, absorbance growth; inhibition, % at 11.9 µM; 330,000 compounds, 0.29% hits; in the data active means inhibition above about 12%;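 further: 0% = vehicle wells of infected cells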
Numbers without * were called inactive; ? = inconclusive; . = no result given.

SMILES	Ecoli viability	CAL PDZ FP-1	MITF act	phage Ecoli inh	Tat export inh	SR-BI uptake up	SR-BI HDL uptake	Wnt act	CAL PDZ FP-2	AddAB inh
O=C(NCc1cccs1)C1CCC(CNS(=O)(=O)c2ccc(Br)s2)CC1 (centres undefined)	0.3	0.1	.	2.4	-9.7	32.0	-32.0	.	.	3.3
CCOC(=O)c1ccc(S(=O)(=O)N2CCN(C3CCCC3)CC2)cc1	-1.2	-1.1	-6.9	5.8	-0.2	22.2	-22.2	-1.5	3.1	1.4
CC(C)(C)NCc1cc(Cl)ccc1OCc1ccccc1F	1.1	-3.1	7.7	6.3	-1.9	18.7	-18.7	-3.0	-1.1	0.7
COc1ccc(N=Cc2cc(Cl)ccc2O)cc1Cl	0.3	0.1	-9.0	4.6	-9.9	-1.5	1.5	-1.1	-1.2	1.4
CC1(C(=O)NCC2CC2)C=CC2(CCCCC2)N1C(=O)c1ccccc1 (centres undefined)	1.0	-1.3	25.3	.	-6.6	9.7	-9.7	.	0.5	0.9
COc1ccc(/C=N/OCC(=O)NCC(C)C)c(OC)c1	-2.8	-1.4	-5.9	1.8	1.4	-11.9	11.9	0.8	-2.7	-1.9
COc1ccc(NC2SC(=O)N(C)C2=O)cc1 (centres undefined)	0.2	-0.2	4.3	3.6	0.5	-3.5	3.5	2.3	-4.5	-1.2
CCCN(CC1CC1)C(=O)COC(=O)c1[nH]c(C)c(C(=O)OCC)c1C	0.5	-1.1	10.2	1.6	-2.4	-51.0	51.0	-4.5	-1.3	1.0
CC(C)(C)NC(=O)CC1C[C@H](C(=O)N2CCCCC2)[C@@]2(CCc3ccccc3)c3[nH]c4ccccc4c3CCN2C1=O (some centres undefined)	1.6	-1.1	-11.2	0.3	14.2	-9.3	9.3	-1.5	-4.1	4.5
CC1(C)Cc2c(sc3nc(-c4cccs4)n(N)c(=O)c23)CO1	0.9	-3.5	44.3	2.9	5.4	-10.5	10.5	.	.	1.9
COc1cccc(C(C(=O)NC2CCCCC2)N(C(=O)c2ccccn2)c2cccnc2)c1 (centres undefined)	2.2	.	-0.2	4.6	-5.9	17.8	-17.8	-6.8	-1.2	2.5
COC(=O)Cc1c(C)c2ccc(OCc3nn[nH]n3)c(C)c2oc1=O	1.4	0.0	6.4	1.6	-5.9	32.8	-32.8	.	-0.6	2.3
O=C(COC(=O)C1CC1)Nc1ccc([N+](=O)[O-])cc1C(F)(F)F	-0.2	-5.6	7.0	2.4	1.8	11.5	-11.5	-0.9	-2.2	1.8
Cn1ccnc1-c1nnn(-c2ccc(Cl)c(Cl)c2)n1	0.7	-0.6	0.8	1.4	1.7	17.1	-17.1	-1.8	-5.8	1.4
CCC(=O)n1nc(-c2ccccc2)nc1N	1.9	.	2.0	3.6	0.4	34.1	-34.1	.	-2.2	0.2
Cc1ccc(S(C)(=O)=O)cc1C(=O)N1CC(C(N)=O)Oc2ccccc21 (centres undefined)	0.1	-1.2	-0.1	3.2	0.5	4.4	-4.4	1.4	-4.2	3.4
CN(C)/C=N/c1c(C#N)cnn1-c1ccccc1	-1.8	-1.8	5.5	2.2	3.0	-5.9	5.9	-0.5	-1.6	0.3
CCCCCOc1ccc(NC(=O)C2OC3OC(C)(C)OC3C3OC(C)(C)OC23)cc1 (centres undefined)	2.7	-1.6	-5.1	4.7	-2.2	-11.8	11.8	0.4	-2.4	2.9
COCCNC(=O)c1cccc(OC2CCN(Cc3ccc(F)c(OC)c3)CC2)c1	-1.2	.	-11.0	0.7	-7.1	-11.9	11.9	-1.1	-1.4	2.2
COc1ccc(CNC(=O)C(c2ccco2)N(Cc2cccs2)C(=O)Cc2cccs2)cc1 (centres undefined)	-1.1	0.8	-1.4	2.1	8.3	10.2	-10.2	-2.6	-4.5	1.2
CCN(C(=O)COC(=O)CNC(=O)c1ccccc1C)C1=CCCCC1	3.4	0.7	-2.8	-0.5	-9.1	0.9	-0.9	1.0	.	4.2
CCN(CC)c1ccc(C(=O)n2cnc3ccccc32)cc1	0.8	-0.7	51.3	2.9	4.1	-50.3	50.2	.	-1.8	3.5
Cc1ccc(NC2CCCN(C(=O)Cc3nonc3C)C2)cc1C (centres undefined)	-0.6	-0.9	-8.7	2.9	-8.5	-0.7	0.7	0.4	0.6	1.7
COc1ccc(S(=O)(=O)N2CCN(CC(=O)Nc3c(C)n[nH]c3C)CC2)cc1OC	-0.7	-0.7	-13.2	-3.6	?	11.6	-11.6	1.5	4.3	0.2
Cc1cc(C)nc(SCc2cc(=O)c(OC(=O)c3ccc(Br)o3)co2)n1	-0.2	-0.9	-11.0	2.1	-3.2	8.1	-8.1	-1.1	-1.0	3.4
C=CCN1C(=O)CN=C1NCc1ccccc1	-1.8	-1.2	11.4	-0.3	7.0	3.9	-3.9	-3.3	2.4	-1.0
COc1ccc(CCNC(=O)C2CCN(S(=O)(=O)c3ccc4c(c3)oc(=O)n4C)CC2)cc1OC	0.7	0.6	-3.7	2.2	-4.7	-1.1	1.1	-3.1	-3.0	-1.3
O=C1CCCN1CCc1cccc2ccccc12	.	0.2	10.9	1.6	-4.7	-1.7	1.7	1.1	.	.
COc1ccc(CCC(=O)NCCS(=O)(=O)N2CCN(c3ccccc3OC)CC2)cc1	-0.2	-0.6	15.5	0.6	5.9	-19.0	19.0	-2.4	-4.1	4.7
O=C(O)CC1C(=O)NCCN1Cc1ccc(F)c(F)c1 (centres undefined)	2.1	-0.8	.	-0.8	0.9	21.2	-18.8	-2.1	.	1.6
Cc1ccc2sc(N(CCN(C)C)C(=O)c3ccc4ccccc4c3)nc2c1C	-0.4	-2.2	-1.2	1.6	6.5	-52.7	52.6	-1.0	-1.0	5.3
COc1cc(/C=N/N2C(=O)c3ccccc3C2=O)ccc1O	2.0	-4.1	-0.3	3.3	-1.4	-7.2	7.2	-2.0	-6.9	5.2
CC(C)(Oc1ccc(Cl)cc1)C(=O)NCC1CCCO1 (centres undefined)	-0.1	-0.3	11.8	1.5	1.8	14.4	-14.4	-2.1	-1.2	2.6
Cc1cc(N)nc2nc(C(F)(F)F)nn12	0.6	1.0	-4.7	-0.9	-17.3	5.3	-5.3	-0.4	-2.6	1.2
Cc1cc(NC(=O)CSc2nnc(C3COc4ccccc4O3)n2N)no1 (centres undefined)	-0.6	-1.7	6.2	-0.3	-4.0	.	.	-0.8	-0.7	-0.1
CCOC(=O)CSc1ncc(-c2ccccc2)nn1	0.6	-0.5	0.5	1.8	-4.3	15.0	-15.0	.	-2.9	1.8
Cc1cc(C)cc(SCc2noc(C(=O)NCc3ccccc3)c2C(=O)NCc2ccccc2)c1	-0.8	0.6	2.9	3.3	2.3	34.5	-34.5	-3.2	-1.1	-0.5
CC(C)c1ccc(C2NC(=S)NC3=C2C(=O)CC(C)(C)C3)cc1 (centres undefined)	0.7	-3.2	14.4	4.2	-4.0	-26.2	26.2	-2.5	-3.0	4.1
O=C(COC(=O)Cn1cnc2ccccc21)Nc1cc2c(cc1Cl)C(=O)c1ccccc1C2=O	-0.7	1.0	1.0	0.7	-14.3	-34.4	34.4	-0.7	79.8*	-5.6
CCOC(=O)CC(=O)CSc1ncnc2c1nnn2-c1ccccc1	-2.4	0.5	7.3	0.2	-1.5	-1.9	1.9	1.3	-5.2	3.2
COc1ccc(-c2noc(CCCc3ccccc3)n2)cc1OC	1.4	-0.8	0.2	2.0	10.8	17.5	-17.5	-3.1	-8.8	1.7
CC(=O)Nc1ccc(NC(=O)CSC2=NS(=O)(=O)c3cc(F)ccc3N2)cc1	-0.4	-2.0	3.2	-1.8	-3.4	8.6	-8.6	0.2	-2.3	-1.4

Among those listed so far, six have fluorine:
SMILES	Ecoli viability	CAL PDZ FP-1	MITF act	phage Ecoli inh	Tat export inh	SR-BI uptake up	SR-BI HDL uptake	Wnt act	CAL PDZ FP-2	AddAB inh
CC(C)(C)NCc1cc(Cl)ccc1OCc1ccccc1F	1.1	-3.1	7.7	6.3	-1.9	18.7	-18.7	-3.0	-1.1	0.7
O=C(COC(=O)C1CC1)Nc1ccc([N+](=O)[O-])cc1C(F)(F)F	-0.2	-5.6	7.0	2.4	1.8	11.5	-11.5	-0.9	-2.2	1.8
COCCNC(=O)c1cccc(OC2CCN(Cc3ccc(F)c(OC)c3)CC2)c1	-1.2	.	-11.0	0.7	-7.1	-11.9	11.9	-1.1	-1.4	2.2
O=C(O)CC1C(=O)NCCN1Cc1ccc(F)c(F)c1 (centres undefined)	2.1	-0.8	.	-0.8	0.9	21.2	-18.8	-2.1	.	1.6
Cc1cc(N)nc2nc(C(F)(F)F)nn12	0.6	1.0	-4.7	-0.9	-17.3	5.3	-5.3	-0.4	-2.6	1.2
CC(=O)Nc1ccc(NC(=O)CSC2=NS(=O)(=O)c3cc(F)ccc3N2)cc1	-0.4	-2.0	3.2	-1.8	-3.4	8.6	-8.6	0.2	-2.3	-1.4
